Compound activity deposited in PubChem BioAssay by several laboratories.
P. falciparum M1AAP: malaria alanyl aminopeptidase activity blockers – biochemical, fluorogenic H-Leu-NHMec substrate, 1536-well (AID 1445). recombinant M1AAP, H-Leu-NHMec fluorogenic kinetic assay; higher % means a stronger effect. inhibition, % at 30 µM; hits with a dose series show IC50 in µM. 220,000 tested, 0.42% active;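 active = primary inhibition above the hit cutoff, then over 50% inhibition at one or more dose response concentrations, cut at about 23% in these data, passing the limit was not always enough; inconclusive = conflicting primary data, or primary hits not chosen for dose response; inactive = low primary inhibition, or under 50% at every dose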;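 also: plate controls were DMSO full reaction for no effect and no enzyme background for full effect; strong numbers were not always called active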
TNAP activation fold: human TNAP enzyme activators, primary screen, biochemical, luminescent, no phosphate acceptor, uHTS (AID 1001) | 200,000 tested, 0.03% active | purified TNAP, luminescent activation assay, no phosphate acceptor; higher activation fold means a stronger effect | activation fold at 20 µM; hits with a dose series show EC50 in µM; in the data active = activation fold from about 3, or a potency from the dose series; inactive = the rest, 99 in 100 with activation fold below about 1.6; also: many of its hits are not listed in these tables
West Nile virus CPE: inhibition of WNV-induced cytopathic effect – cell-based, CPE readout (AID 1621). West Nile virus-infected cells, CPE inhibition; higher % means a stronger effect. one-dose CPE inhibition, % at 10 µM; IC50 in µM for titrated hits. 290,000 tested, 0.02% active; in the data active = a potency from the dose series; inconclusive = CPE inhibition mostly from about 3.7% at the one dose, without a potency; inactive = the rest, 99 in 100 with CPE inhibition below about 2.2%; also: strong numbers were not always called active
T cell HTS: modulates CD8 T cell binding to vesicles; 2C CD8+ T cell-vesicle binding, flow cytometry; hits give low values; calls only at 7 µM; 330,000 tested, 0.068% active;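 active = response, share of CD8 T cells binding vesicles, and their 90th percentile fluorescence all below set limits, cut at about 80% in these data, passing the limit was not always enough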
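incubation = binding step 1.5 h, 37 °C, antibody labelling 20 min, ice | test system = 2C mouse CD8+ T cells | read-out basis = percent CD8+ FL2 mean versus row control | controls = Peptide-free naked vesicles (low) and QL9 vesicles with 0.7% DMSO vehicle (high) | detection = flow cytometry of vesicle-bound cells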
PMI inhibition: human PMI inhibitors, high substrate, primary screen, biochemical, fluorescence intensity, high mannose 6-phosphate (AID 1220); inhibition, % at 20 µM, or IC50 in µM where a hit was titrated; 190,000 tested, 0.66% active; recombinant PMI enzyme, coupled fluorescence intensity; higher % means a stronger effect
human PMI inhibition: MPI enzyme activity inhibition – biochemical, fluorescence intensity, coupled assay, primary screen (AID 1209). purified PMI enzyme, coupled fluorescence intensity; higher % means a stronger effect. inhibition, % at 20 µM; hits with a dose series show IC50 in µM. 190,000 tested, 0.42% active;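 also: plate controls were DMSO vehicle for no effect and wells lacking substrate for full effect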
P. falciparum M17LAP: P. falciparum M17LAP inhibitors, primary screen, biochemical, fluorogenic H-Leu-NHMec substrate, 1536-well (AID 1619); recombinant M17LAP, H-Leu-NHMec fluorogenic kinetic assay; higher % means a stronger effect; inhibition, % at 30 µM, or IC50 in µM where a hit was titrated; 220,000 tested, 0.38% active;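 active = compound inhibiting the enzyme by more than half at any dose during confirmatory dose-response retesting; inconclusive = strong single-dose inhibitors picked by rank but not retested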;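 also: plate controls were full reaction with DMSO carrier for no effect and no enzyme background for full effect; strong numbers were not always called active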
UTI89 phage lysis: protection from phage-mediated lysis, alamar blue read-out – E. coli UTI89, K1F phage, bacterial capsule biogenesis inhibitors (AID 488966); E. coli UTI89 K1F phage lysis, alamar blue, 2 h; higher % means a stronger effect; inhibition, % at 100 µM; hits with a dose series show IC50 in µM; 340,000 tested, 0.02% active;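 active = phage lysis inhibition, versus mean bacterial control, above a set limit; inconclusive = no clear call, values can overlap the other calls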;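 also: capsule biogenesis inhibitors block K1F phage lysis so surviving cells raise fluorescence; higher fluorescence means more inhibition of phage lysis; actives were called in the ten point dose series up to 300 µM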
RSV CPE inhibition: inhibition of RSV-induced cytopathic effect – HEp-2 cells, primary 10 µM value included (AID 2391) | HEp-2 cells, RSV-induced CPE inhibition; higher % means a stronger effect | 310,000 tested, 0.13% active | one-dose CPE inhibition, % at 10 µM; IC50 in µM for titrated hits; in the data active = a potency from the dose series; inconclusive = CPE inhibition mostly from about 23% at the one dose, without a potency; inactive = the rest, 99 in 100 with CPE inhibition below about 21%; also: strong numbers were not always called active
T cell HTS vesicle-bound %: further read-out of T cell HTS, marked with its call; double positive events, %; measured here: CD8+ vesicle-bound cell fraction;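 binding gate set so that unloaded-vesicle control wells show 10% double positive cells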
Numbers without * were called inactive; i = inactive; ? = inconclusive; nt = not tested or not shown; [ ] = another dose, or the depositor's remark. Rule as the data show it, unless noted: active = inhibition above about 50%; inactive = the rest.

no.	Molecule	P. falciparum M1AAP	TNAP activation fold	West Nile virus CPE	T cell HTS	T cell HTS vesicle-bound %
1	COc1ccc(/C=C(/NC(=O)c2ccccc2)c2nc3ccccc3[nH]2)cc1OC	7%	1.1	0.5%	i	38
2	COC(=O)c1cc(C(=O)OC)[nH]n1	5%	0.8	0.3%	i	36
3	CCOC(=O)CSc1nnc(CNC(=O)c2ccc(S(=O)(=O)N3CCOCC3)cc2)n1C	-4%	1.1	0.2%	i	55
4	CC(c1ccccc1)N1CC(C(=O)N2CCN(c3ccc(F)cc3)CC2)CC1=O (stereo not drawn)	9%	1.1	-0.7%	i	14
5	CCNC(=O)CN(c1ccc(Br)c(C)c1)S(C)(=O)=O	-14%	1.1	1.0%	i	62
6	C/[N+]([O-])=C\c1coc2ccccc2c1=O	2%	1.1	0.1%	i	48
7	CC(O)CNCCOc1ccccc1OCc1ccccc1 (stereo not drawn)	-1%	1.1	-1.1%	i	27
8	O=C1CSC(c2ccccc2)N1Cc1ccccn1 (stereo not drawn)	nt	nt	0.4%	i	25
9	CCOc1ccccc1C(=O)OCC(=O)Nc1ccc(N2CCCCC2)cc1	5%	1.1	-0.5%	i	12
10	CC/C(=N\NC(=O)c1cc(C)nc2ccccc12)c1ccc(C)s1	3%	1.1	-0.6%	i	40
11	COc1ccccc1NC(=O)CN(Cc1ccco1)C(=O)c1ccc(-n2nc(C)cc2C)cc1	3%	1	0.7%	i	21
12	Cc1c(C)c(C)c2[nH]c(-c3ccc4c(c3)OCO4)nc2c1C	nt	nt	-0.5%	i	43

no.	PMI inhibition	human PMI inhibition	P. falciparum M17LAP	UTI89 phage lysis	RSV CPE inhibition
1	9%	7%	6%	0.0%	1.8%
2	-7%	-15%	2%	-0.7%	2.1%
3	-14%	-10%	-7%	0.2%	0.9%
4	-5%	0%	-13%	-0.6%	-1.2%
5	-3%	2%	-3%	0.0%	-0.8%
6	1%	8%	12%	0.7%	1.6%
7	-7%	-1%	8%	-0.2%	0.1%
8	nt	nt	nt	1.8%[50 µM]	1.6%
9	-1%	1%	9%	0.1%	1.1%
10	-37%	-35%	17%	1.1%[50 µM]	-0.2%
11	9%	9%	-5%	-0.1%	-0.6%
12	nt	nt	nt	0.3%	2.1%

The list goes on; it opens with the 2 that closed the last part.
no.	Molecule	P. falciparum M1AAP	TNAP activation fold	West Nile virus CPE	T cell HTS	T cell HTS vesicle-bound %
11	COc1ccccc1NC(=O)CN(Cc1ccco1)C(=O)c1ccc(-n2nc(C)cc2C)cc1	3%	1	0.7%	i	21
12	Cc1c(C)c(C)c2[nH]c(-c3ccc4c(c3)OCO4)nc2c1C	nt	nt	-0.5%	i	43
13	Cc1ccc(CS(=O)(=O)c2nsc(C)c2C#N)cc1	2%	1.1	nt	i	54
14	COc1ccc(Oc2c(C)nc(SCC(=O)c3ccc(Cl)cc3)[nH]c2=O)cc1	nt	nt	0.2%	i	36
15	Fc1ccc(C2c3cccn3CCN2C(=S)Nc2cccc(Br)c2)cc1 (stereo not drawn)	8%	1.1	-0.9%	i	45
16	CC(C)(C)c1nc(CN2CCOCC2)cc(CN2CCOCC2)c1O	-2%	1.1	-0.9%	i	38
17	CCC(C)c1ccccc1NC(=O)CN(C)CCOc1ccc(Cl)cc1 (stereo not drawn)	nt	nt	0.3%	i	10
18	Cc1ccc(C(=O)N/C(=C/c2ccco2)C(=O)N2CCCCC2)cc1	nt	nt	-0.4%	i	32
19	C=CCNC(=O)c1ccc(CSc2nc3ccccc3s2)cc1	nt	nt	-0.4%	i	61
20	COc1ccc(C2=NN(C(=O)c3ccccc3)C(c3cccc([N+](=O)[O-])c3)C2)cc1 (stereo not drawn)	2%	nt	-0.9%	i	56
21	BrC(=C\c1ccccc1)/C=N/N1CCN(c2ccccc2)CC1	-4%	1.1	-0.4%	i	61
22	c1ccc(CNc2nc(-c3ccccn3)nc3ccccc23)cc1	nt	nt	?	i	31
23	Cc1ccc(-n2ccnc2SCC(=O)O)c(C)c1	-2%	1	0.6%	i	23
24	CCCCN(C)C(=O)c1cc2cc3ccc(OC)cc3nc2s1	11%	1	0.3%	i	54

no.	PMI inhibition	human PMI inhibition	P. falciparum M17LAP	UTI89 phage lysis	RSV CPE inhibition
11	9%	9%	-5%	-0.1%	-0.6%
12	nt	nt	nt	0.3%	2.1%
13	0%	-6%	20%	-0.1%	0.8%
14	nt	nt	nt	0.2%	2.8%
15	5%	6%	-1%	0.3%	11%
16	-11%	-7%	5%	0.4%	0.8%
17	nt	nt	nt	-0.4%	13%
18	nt	nt	nt	-0.1%	0.7%
19	nt	nt	nt	0.0%	1.8%
20	nt	nt	0%	0.7%	11%
21	11%	4%	-4%	0.3%	-0.6%
22	nt	nt	nt	2.3%	20%
23	-2%	-2%	6%	2.2%	1.0%
24	6%	-3%	-8%	-0.6%	?

Single records (already shown). Order of screens: P. falciparum M1AAP, TNAP activation fold, West Nile virus CPE, T cell HTS, T cell HTS vesicle-bound %, PMI inhibition, human PMI inhibition, P. falciparum M17LAP, UTI89 phage lysis, RSV CPE inhibition
Results for `Cc1c(C)c(C)c2[nH]c(-c3ccc4c(c3)OCO4)nc2c1C` → nt, nt, -0.5%, i, 43, nt, nt, nt, 0.3%, 2.1%
Results for `O=C1CSC(c2ccccc2)N1Cc1ccccn1` (stereo not drawn) → nt, nt, 0.4%, i, 25, nt, nt, nt, 1.8%[50 µM], 1.6%

Next results.
no.	Molecule	P. falciparum M1AAP	TNAP activation fold	West Nile virus CPE	T cell HTS	T cell HTS vesicle-bound %
25	Cc1nnc(NC(=O)c2ccc(S(=O)(=O)N(C)Cc3ccccc3)cc2)o1	-18%	1.1	0.8%	i	54
26	CCC(=O)Nc1cc(C(=O)O)ccc1Sc1ccc(C)cc1	4%	1.2	0.6%	i	5
27	O=S1(=O)NC(=NCCc2ccccn2)c2ccccc21	1%	1.1	0.8%	i	52
28	Cc1cc2cc(CNC(=S)Nc3ccc(OC(F)F)cc3)ccc2n1C	8%	1	nt	i	38
29	COc1cc(C(=S)N2CCCC2)cc(Cl)c1O	8%	1.1	0.1%	i	48
30	O=C(CCn1ccc2ccccc21)NC1CCCc2ccccc21 (stereo not drawn)	7%	1.2	-0.4%	i	35
31	COc1cccc(C2CC3(CC(C)(C)NC(=S)N3)Oc3cc(O)ccc32)c1 (stereo not drawn)	1%	0.9	-0.8%	i	8
32	Cc1ccc(NCC(=O)N/N=C/c2ccc(C(=O)O)cc2)cc1	0%	nt	0.9%	i	39
33	Cc1nnc(OC(C)C)c2nn(-c3ccccc3F)c(C)c12	4%	1	0.0%	i	20
34	COc1cccc(/C=C/C(=O)OCC(=O)N2c3ccccc3NC(=O)C2(C)C)c1	-2%	1.1	0.8%	i	57
35	COc1cccc(C(=O)NC2CC(C)(C)NC(C)(C)C2)c1OC	nt	nt	-1.3%	i	40
36	CCCCCN(C(=O)CCC(=O)OCC(=O)Nc1ccc(C)cc1F)c1c(N)n(CCCC)c(=O)[nH]c1=O	nt	nt	-0.3%	i	18

no.	PMI inhibition	human PMI inhibition	P. falciparum M17LAP	UTI89 phage lysis	RSV CPE inhibition
25	2%	-2%	-4%	-0.4%	-1.3%
26	-1%	-13%	1%	-0.5%	2.5%
27	-7%	-8%	-1%	-4.0%	0.2%
28	3%	5%	-15%	-0.7%	3.9%
29	5%	5%	6%	0.5%	2.3%
30	4%	4%	-2%	-0.2%[50 µM]	1.6%
31	5%	2%	-3%	1.4%[50 µM]	1.3%
32	nt	nt	14%	0.3%	3.6%
33	5%	8%	-1%	1.5%	0.8%
34	4%	9%	8%	3.9%	-0.5%
35	nt	nt	nt	-0.1%	-1.2%
36	nt	nt	nt	1.6%[50 µM]	4.5%

Three compounds from above, sorted by the number in TNAP activation fold, low to high:
| # | mol | TNAP activation fold |
| --- | --- | --- |
| 31 | COc1cccc(C2CC3(CC(C)(C)NC(=S)N3)Oc3cc(O)ccc32)c1 (stereo not drawn) | 0.9 |
| 34 | COc1cccc(/C=C/C(=O)OCC(=O)N2c3ccccc3NC(=O)C2(C)C)c1 | 1.1 |
| 30 | O=C(CCn1ccc2ccccc21)NC1CCCc2ccccc21 (stereo not drawn) | 1.2 |

Next part.
no.	Molecule	P. falciparum M1AAP	TNAP activation fold	West Nile virus CPE	T cell HTS	T cell HTS vesicle-bound %
37	Fc1ccccc1N=C1Nc2cccc3cccc1c23	7%	0.9	-0.2%	i	21
38	CCC(C)NC(=O)c1ccc2c(c1)S(=O)(=O)c1ccccc1C2=O (stereo not drawn)	nt	nt	-0.6%	i	5
39	Brc1cc2c(cc1Br)OCCOCCOCCO2	1%	nt	-1.1%	i	17
40	Cn1c(-c2sccc2OCc2cccc(C(F)(F)F)c2)n[nH]c1=S	5%	1.8	-0.5%	i	48
41	Cc1c(NC(=O)c2ccc3c(c2)C(=O)N(Cc2ccco2)C3=O)cccc1C(=O)O	4%	1	1.2%	i	50
42	O=c1oc2ccccc2c(O)c1/C=N/c1ccccn1	2%	1	0.5%	i	33
43	Cc1ccc(OCC(=O)N/N=C2/SCC(=O)N2Cc2ccccc2)cc1	-3%	1.1	-1.5%	i	12
44	C=CCn1c(=NC(=O)CN2C(=O)CCC2=O)sc2cc(S(N)(=O)=O)ccc21	1%	1.1	-0.2%	i	9

no.	PMI inhibition	human PMI inhibition	P. falciparum M17LAP	UTI89 phage lysis	RSV CPE inhibition
37	28%	14%	63%	-0.3%	1.4%
38	nt	nt	nt	-0.1%	2.1%
39	nt	nt	-5%	-1.2%	-2.7%
40	8%	4%	-5%	-2.8%	0.4%
41	-26%	-29%	0%	-1.5%	-0.5%
42	-9%	-11%	19%	0.2%	0.2%
43	-4%	4%	-1%	6.9%	-0.4%
44	10%	20%	3%	2.3%[50 µM]	1.4%
